HTR5A ag ctr: activates human HTR5A in OPRM1-OPRD1 agonist counter-screen; activation, % at 9.3 µM; HTR5A agonist assay, luminescence, cell-based; AID 504692; 0.61% of 340,000 active; in the data active = activation mostly above about 9.5%, no sharp cut-off; inactive = mostly below about 7.6%;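 also: 0% = cells with vehicle only and 100% = reference agonist; strong numbers were not always called active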
cardiac RTF act: cardiac RTF calcium sensitization | 0.24% of 340,000 active | activation, % at 7.2 µM | P19429+P45379 | IANBD-labeled TnC RTF fluorescence at EC20 calcium; 0% EC20 calcium, 100% full calcium;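 active = activation above the mean over all tested compounds plus 3 SD, cut at about 30% in these data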;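 also: rise in fluorescence read as greater calcium sensitivity of cardiac thin filaments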
RTF Ca sens inh: cardiac RTF calcium desensitization. P19429+P45379. IANBD-labeled cardiac RTF, Ca2+ fluorescence. inhibition, % at 7.15 µM. 0.12% of 340,000 active;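 active = inhibition above the mean inhibition of all tested compounds plus 3 SD, cut at about 17% in these data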;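 also: assay run at fixed EC70 calcium of 1.6 mM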
HTR5A inv ctr: counter-screen for OPRM1-OPRD1 inverse agonists: human HTR5A inverse agonism | AID 504634 | 0.083% of 340,000 active | HTR5A cell line, luminescence | inhibition, % at 9.3 µM | P47898; in the data active = inhibition mostly above about 23%, no sharp cut-off; inactive = mostly below about 18%;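 also: 0% = cells with DMSO and 100% = no-cell wells with DMSO; some compounds called inactive have numbers as strong as hits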
CAL PDZ FP: blocks peptide binding to the human CAL PDZ domain. Q9HD26. purified CAL PDZ, TMR-peptide fluorescence polarization, 1 h. inhibition, % at 24.9 µM. 0.92% of 300,000 active;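 active = mean inhibition of at least 30% with at least half of replicates also reaching 30%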;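 also: 0% = DMSO neutral control and 100% = excess unlabeled competitor peptide PRC23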
LANA DNA inh: inhibitors of KSHV LANA C-terminal domain DNA binding | MBP-C-LANA/FAM-LBS DNA binding, fluorescence polarization | inhibition, % at 9 µM | 0.078% of 340,000 active | AID 504423;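 active = highest replicate inhibition at or above 60% at 9 µM, even if other replicates fall short; inactive = all replicates below 60% inhibition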;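 also: 0% = neutral control wells and 100% = 4 µM acridine orange control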
Keap1 Nrf2 FP: Keap1-Nrf2 (human) interaction inhibition; Keap1 Kelch-Nrf2 peptide fluorescence polarization, 1536-well; Q14145; inhibition, % at 9.4 µM; AID 504523; 0.15% of 340,000 active; in the data active = inhibition above about 12%;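 also: human Keap1 Kelch domain with fluorescein labeled Nrf2 9mer peptide probe; 0% = neutral control wells and 100% = peptide positive control; higher means more block of Keap1 binding to Nrf2 peptide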
MOR-DOR ag: agonists of human mu-delta opioid receptor heterodimerization | P35372+P41143 | cells, OPRM1-OPRD1 heterodimerization, luminescence | activation, % at 9.3 µM | 0.3% of 340,000 active | AID 504326; in the data active = activation above about 18%;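 also: 0% = vehicle-treated cells and 100% = reference agonist; values of inactives mirror those of a sister screen read the other way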
Target sequence (P35372 whole entry, looked up): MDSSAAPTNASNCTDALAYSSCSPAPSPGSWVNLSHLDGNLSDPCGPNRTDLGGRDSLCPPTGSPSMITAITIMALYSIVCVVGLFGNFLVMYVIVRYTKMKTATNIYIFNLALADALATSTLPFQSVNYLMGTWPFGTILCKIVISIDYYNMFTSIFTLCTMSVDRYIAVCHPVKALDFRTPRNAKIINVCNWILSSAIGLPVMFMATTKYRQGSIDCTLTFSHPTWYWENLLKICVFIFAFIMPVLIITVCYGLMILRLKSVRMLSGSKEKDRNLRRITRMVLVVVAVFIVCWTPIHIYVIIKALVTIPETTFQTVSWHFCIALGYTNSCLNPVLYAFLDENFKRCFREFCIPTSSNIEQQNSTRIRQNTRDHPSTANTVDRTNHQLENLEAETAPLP
Target sequence (P41143 whole entry, looked up): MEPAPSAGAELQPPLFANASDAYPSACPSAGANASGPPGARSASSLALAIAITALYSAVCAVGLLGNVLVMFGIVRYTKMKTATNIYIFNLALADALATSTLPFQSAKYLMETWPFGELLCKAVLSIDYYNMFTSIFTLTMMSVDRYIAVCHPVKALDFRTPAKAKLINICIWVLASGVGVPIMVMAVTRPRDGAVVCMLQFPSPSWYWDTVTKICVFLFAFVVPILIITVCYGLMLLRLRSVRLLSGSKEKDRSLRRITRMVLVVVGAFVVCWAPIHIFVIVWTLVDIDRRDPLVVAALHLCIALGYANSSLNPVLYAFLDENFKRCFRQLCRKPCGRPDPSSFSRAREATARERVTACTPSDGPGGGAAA
V-ATPase pHluor: yeast V-ATPase proton transport regulation by pHLuorin. S. cerevisiae, pHLuorin cytosolic pH fluorescence. response, % at 10 µM. 0.37% of 350,000 active. AID 504577; in the data active = response mostly above about 7.3%, no sharp cut-off; inactive = mostly below about 5.4%; also: actives read high; inactives centre near 0; some compounds called inactive have numbers as strong as hits; reference of the scale not given here
OPRM1-OPRD1 inv: mu-delta opioid heterodimer inverse agonism. 0.21% of 340,000 active. cell-based MOR-DOR heterodimer luminescence. AID 504357. inhibition, % at 9.3 µM; in the data active = inhibition above about 22%, passing the limit was not always enough;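 also: 0% = cells with DMSO and 100% = wells without cells with DMSO; values of inactives mirror those of a sister screen read the other way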
Active calls of the source: *; x = not tested or not shown.

SMILES	HTR5A ag ctr	cardiac RTF act	RTF Ca sens inh	HTR5A inv ctr	CAL PDZ FP	LANA DNA inh	Keap1 Nrf2 FP	MOR-DOR ag	V-ATPase pHluor	OPRM1-OPRD1 inv
C=CCn1c(C)cc(C(=O)CSc2nnc3n(CCC)c(=O)c4ccccc4n23)c1C	0	-4	2	1	-2	-0.2	-2	-3.5	1	17
CCN(CC)c1ccc(S(=O)(=O)N2CCOCC2)cc1NC(=O)CSc1nncn1C	0	-4	-6	1	-5	2.9	3	-4.7	2	19
CCCc1c(C(=O)Nc2cc(C(C)(C)C)on2)cnn1-c1ccccc1	-2	-1	-2	15	-7	-0.3	-3	5.0	0	-24
CS(=O)(=O)N(CC(=O)NC1CC1)C1CCCCC1	-1	-6	-7	15	-6	1.4	0	-0.7	-3	4
CCC[C@@H](CN1CCC[C@H]1CN1C(N)=NC[C@@H]1Cc1ccccc1)N1C[C@@H](Cc2ccccc2)N(CCCC2CCCC2)C1=N	-5	24	-19	1	-4	-2.0	-8	11	-2	-58
CCN(CC)S(=O)(=O)c1ccc(N2CCCC2)c(NC(=O)C2=COCCO2)c1	-1	-1	-2	4	1	0.4	-3	-0.8	-2	4
CCc1nnc(NC(=O)CSc2nc3ccccc3o2)s1	3	-6	-2	-40	-4	-1.0	-5	-0.7	4	4
CN(Cc1ccon1)C(=O)C1CCC(=O)N(CCc2ccc(Cl)cc2)C1 (configuration not stated)	0	3	6	4	-8	-0.2	0	-2.6	3	14
Oc1ccc(/C=N/Nc2nccnc2Cl)c(O)c1	-1	-6	5	9	-5	-0.2	1	1.0	0	-5
O=C(NCc1ccco1)/C(=C\c1ccco1)NC(=O)c1ccccc1Cl	1	-7	-4	9	-3	-0.1	2	-2.2	-1	12
N#Cc1ccc(/C=N/NC(=O)c2cc(-c3cccs3)nc3ccccc23)cc1	3	10	3	-8	0	0.4	-9	11	2	-57
COc1ccc(C(=O)N2CCCCC2)cc1S(=O)(=O)Nc1cccc(C(=O)O)c1	3	-4	9	-2	-3	-1.6	0	-1.4	1	8
CCc1noc(C)c1C(=O)OCC(=O)NCCc1ccc(OC)cc1	-6	2	6	15	-2	0.5	-2	-1.5	-2	8
CCN(CC)CCN=C1CCCc2ccccc2N1	2	2	-7	-6	-8	2.3	-1	-3.0	-3	12
COc1ccccc1CNC(=O)C1(c2ccc(Cl)cc2)CC1	-1	-2	-21	-16	-16	0.0	-5	-0.4	x	3
CCn1c(=O)c2c3c(sc2n2c(SCc4ccc(F)cc4)nnc12)CCCC3	-1	-1	-7	11	-2	0.6	4	-1.9	4	10
COc1ccc(S(=O)(=O)N2CCN(CCOc3ccccc3Cl)CC2)cc1OC	8	-5	4	-19	-7	1.4	1	0.1	-1	0
CC1CCN(c2nc(N3CCCCC3)nc(N3CCCCC3)n2)CC1	0	-6	2	-8	x	-1.1	0	-2.6	-1	13
Cc1ccc(S(=O)(=O)N2[C@@H](c3ccccc3F)C(C(=O)O)=CC[C@H]2c2cccc(C)c2)cc1	1	1	5	-13	0	1.7	-5	-2.0	0	12
COC(=O)CCCC1=CC2=CC(=O)C(C)(OC(=O)CCc3ccccc3)C(=O)C2=CO1 (configuration not stated)	2	4	-15	7	-3	2.2	-2	-0.2	-6	1
CCCCNC(=O)C1(O)c2cc(Br)ccc2NC(=O)N1c1cccc(OC)c1 (configuration not stated)	-2	1	-5	7	-6	-2.7	0	0.3	-2	-1
COc1ccc(CCN2CC(C(=O)O)CC2=O)cc1OC (configuration not stated)	1	7	0	-9	-5	0.0	-2	0.8	4	-5
COc1ccc(Nc2nc(OC)nc(OC)n2)cc1	-3	-7	-4	12	-3	5.2	1	-3.8	0	18
O=C(Nc1ccccc1)/C(=C\c1ccco1)NC(=O)c1ccco1	4	-6	-2	-12	-7	1.6	-6	-1.6	1	10
Cc1ccc(OCC(=O)N/N=C/C=C/c2ccco2)cc1C	4	0	-3	-9	0	-0.6	-4	2.5	-1	-15

Copied from the results shown for reference:
SMILES	HTR5A ag ctr	cardiac RTF act	RTF Ca sens inh	HTR5A inv ctr	CAL PDZ FP	LANA DNA inh	Keap1 Nrf2 FP	MOR-DOR ag	V-ATPase pHluor	OPRM1-OPRD1 inv
C=CCn1c(C)cc(C(=O)CSc2nnc3n(CCC)c(=O)c4ccccc4n23)c1C	0	-4	2	1	-2	-0.2	-2	-3.5	1	17
CCN(CC)c1ccc(S(=O)(=O)N2CCOCC2)cc1NC(=O)CSc1nncn1C	0	-4	-6	1	-5	2.9	3	-4.7	2	19
CCCc1c(C(=O)Nc2cc(C(C)(C)C)on2)cnn1-c1ccccc1	-2	-1	-2	15	-7	-0.3	-3	5.0	0	-24
CS(=O)(=O)N(CC(=O)NC1CC1)C1CCCCC1	-1	-6	-7	15	-6	1.4	0	-0.7	-3	4
CCC[C@@H](CN1CCC[C@H]1CN1C(N)=NC[C@@H]1Cc1ccccc1)N1C[C@@H](Cc2ccccc2)N(CCCC2CCCC2)C1=N	-5	24	-19	1	-4	-2.0	-8	11	-2	-58
CCN(CC)S(=O)(=O)c1ccc(N2CCCC2)c(NC(=O)C2=COCCO2)c1	-1	-1	-2	4	1	0.4	-3	-0.8	-2	4
CCc1nnc(NC(=O)CSc2nc3ccccc3o2)s1	3	-6	-2	-40	-4	-1.0	-5	-0.7	4	4

(more compounds)
SMILES	HTR5A ag ctr	cardiac RTF act	RTF Ca sens inh	HTR5A inv ctr	CAL PDZ FP	LANA DNA inh	Keap1 Nrf2 FP	MOR-DOR ag	V-ATPase pHluor	OPRM1-OPRD1 inv
NS(=O)(=O)c1ccc(NC(=O)COC(=O)C2CC2)cc1	-1	0	-5	4	-1	1.5	2	-4.0	0	20
C[C@@H]1ON(C)[C@H]2C[C@H]3c4cc(N5CCOCC5)ccc4CCN3C(=O)[C@@H]12	2	5	-2	-9	-4	-0.4	-4	-2.6	2	12
CC1CCN(c2ccc(NC(=S)NC(=O)c3ccco3)cc2)CC1	-1	-4	-4	-9	-2	-2.1	1	2.5	-2	-14
CCCS(=O)(=O)N1CCCC(C(=O)NCCN2CCOCC2)C1 (configuration not stated)	1	4	-10	0	1	-0.8	-6	-1.9	-3	11
C/C(=N\OCC(=O)Nn1c(C)nc2ccccc2c1=O)c1ccccc1	-2	2	-12	-16	0	-1.0	1	-1.3	0	7
Cc1ccc(C(=O)OCC(=O)N2C(C)CCCC2C)cc1S(=O)(=O)N1CCOCC1 (configuration not stated)	7	0	-15	-19	-1	1.1	-2	1.9	2	-12
CC(NC(=O)C(NC(=O)C1CCCN1C(=O)OC(C)(C)C)C(C)C)C(N)=O (configuration not stated)	-1	7	0	17	-1	3.3	-2	0.2	-1	-1
O=c1ccn(Cc2ccccc2)c2ccccc12	-2	0	-5	-2	-3	-0.3	4	-0.6	-2	3
CCn1c(CNc2ccc(Cl)cc2)nnc1SCCN1CCCCC1	-2	4	-18	5	-5	-2.4	-5	-1.2	0	7
O=C(N/C(=C\c1cccnc1)c1nc2ccccc2[nH]1)c1cccc(Br)c1	0	9	-10	2	-3	-1.2	-5	-1.1	-1	6
COc1ccc(/C(O)=C2\C(=O)C(=O)N(CCN(C)C)C2c2cccc(OC)c2OC)cc1Cl (configuration not stated)	-1	3	-5	-10	-3	2.5	1	-0.5	0	3
CCn1c(SCC(=O)NCCc2ccccc2)nnc1-c1ccco1	-2	3	-6	5	1	-0.1	0	-1.7	-7	9
CSCC[C@H](NC(=O)Nc1ccc(S(N)(=O)=O)cc1)C(=O)O	1	2	-14	-2	1	-1.2	2	-3.2	1	17
CC(Sc1nc(=O)cc(N)n1CCc1ccccc1)C(=O)NCc1ccccc1 (configuration not stated)	0	-3	19*	1	3	-1.2	0	-1.9	-5	9
COc1ccc(-c2cn3ccccc3n2)cc1	1	0	-5	-15	0	1.0	4	-0.7	-1	4
C/C(=N\NC(=O)COc1ccc(C(C)(C)C)cc1)c1cc2ccccc2o1	0	2	4	1	-2	0.0	2	3.8	-1	-25
O=c1c(C(c2ccccc2)c2c(O)nc3n(c2=O)CCCS3)c(O)nc2n1CCCS2	2	2	-3	-4	-2	1.1	4	-1.0	4	6
Cc1cc(O)ccc1N/C=C/c1onc(C)c1[N+](=O)[O-]	-5	-2	-1	-1	-1	0.4	1	-2.1	-3	11
Cc1ccc(S(=O)(=O)/N=C(\c2ccc(Cl)cc2)N2CCOCC2)cc1	2	-1	-4	-4	x	0.8	-4	-3.8	-3	17
COCCCN(CCCN)Cc1ccco1	-1	-4	-11	3	-3	0.6	-7	-1.1	-3	7
CCOCCCNC(=O)C(NC(=O)CNC(=O)c1ccccc1)c1ccc(OC)cc1 (configuration not stated)	2	-1	-6	-8	0	-1.0	0	-0.3	3	2
C=CCN(CC=C)CCOc1cc(C)ccc1[N+](=O)[O-]	0	-1	5	-1	-1	-1.3	0	1.1	-1	-8
Cc1ccc(S(=O)(=O)Cn2nnnc2C(C(C)C)N2CCC(C(N)=O)CC2)cc1 (configuration not stated)	-3	-3	-1	-5	7	0.0	3	-2.9	1	18
Cc1ccc(NC(=O)CCNC(=O)c2ccccc2Cl)cc1S(=O)(=O)N1CCCCCC1	2	1	1	-5	-1	0.5	2	-3.2	0	13
CC(C)c1ccc(NC(=O)[C@H](NC(=O)[C@@H]2Cc3ccccc3CN2)c2ccccc2)cc1	1	8	-9	-16	0	0.7	-5	7.7	0	-38

Single records, as listed above. Screens in order: HTR5A ag ctr	cardiac RTF act	RTF Ca sens inh	HTR5A inv ctr	CAL PDZ FP	LANA DNA inh	Keap1 Nrf2 FP	MOR-DOR ag	V-ATPase pHluor	OPRM1-OPRD1 inv
Entry for COc1ccc(/C(O)=C2\C(=O)C(=O)N(CCN(C)C)C2c2cccc(OC)c2OC)cc1Cl (configuration not stated) = -1	3	-5	-10	-3	2.5	1	-0.5	0	3
Entry for CCn1c(CNc2ccc(Cl)cc2)nnc1SCCN1CCCCC1 = -2	4	-18	5	-5	-2.4	-5	-1.2	0	7

(listing goes on)
SMILES	HTR5A ag ctr	cardiac RTF act	RTF Ca sens inh	HTR5A inv ctr	CAL PDZ FP	LANA DNA inh	Keap1 Nrf2 FP	MOR-DOR ag	V-ATPase pHluor	OPRM1-OPRD1 inv
CC1Cc2ccccc2N1C(=O)COC(=O)c1c2c(nc3ccccc13)CCCCC2 (configuration not stated)	22*	12	-12	-91	1	-0.7	-1	5.7	4	-29
COc1ccc(CNC(=O)C[C@H]2C(=O)N(C3CCCCC3)C[C@@H]2Cc2ccccc2)cc1	5	-5	-8	-14	-3	-1.5	1	-2.6	-2	15
CCOC(=O)c1cc(-c2cccs2)nc2onc(C)c12	-2	-4	-10	2	1	2.9	2	1.1	7	-7
Cc1ccc(NC2c3ncccc3C(=O)N2Cc2ccco2)c(C)c1 (configuration not stated)	-3	6	-2	8	4	0.2	-6	0.8	2	-6
CC(C)(CC(=O)O)CC(=O)N1CCCN(c2nccc(C(F)(F)F)n2)CC1	-1	2	-7	3	-2	2.5	-6	-0.6	2	3
COc1cccc(NC(=O)Nc2cccs2)c1	0	10	-14	20	0	-3.0	-6	1.6	-1	-9
O=C(CC1CCCC1)Nc1ccc2c(c1)CCC2	4	-3	8	3	-1	-1.4	0	-0.8	-1	3
CC(NC(=O)C(=S)N1CCN(C)CC1)c1ccccc1 (configuration not stated)	-4	-3	-4	3	1	-2.4	3	-0.5	0	3
Cc1n[nH]c(C)c1S(=O)(=O)N1CCCC(C(=O)N2CCN(c3ccc(Cl)cc3)CC2)C1 (configuration not stated)	5	-2	-4	-16	x	-0.2	-2	-0.3	-2	1

Compound activity: PubChem BioAssay, several laboratories
